DAGLB inhibitor: blocks human DAGLB lipase activity; Q8NCG7; inhibition, % at 5.17 µM; HEK293T DAGLB membrane lysate, EnzChek fluorogenic substrate; actives 0.059% (n = 340,000); in the data active means inhibition above about 34%;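 further: 0% = enzyme with vehicle and 100% = wells lacking enzyme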
CDK5 p35 inh: blocks human CDK5/p35 kinase activity | AID 488839 | Recombinant CDK5/p35, ADP-Glo luminescence, 60 min | actives 0.01% (n = 330,000) | inhibition, % at 10 µM | Q00535+Q15078;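 active means highest replicate inhibition of at least 50% and at least 75% of replicates reaching 50%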;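 further: plate controls were DMSO neutral control for no effect and GW8510 at 10 µM for full effect; many of its hits are not listed in these tables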
Target sequence (Q00535 whole entry, looked up): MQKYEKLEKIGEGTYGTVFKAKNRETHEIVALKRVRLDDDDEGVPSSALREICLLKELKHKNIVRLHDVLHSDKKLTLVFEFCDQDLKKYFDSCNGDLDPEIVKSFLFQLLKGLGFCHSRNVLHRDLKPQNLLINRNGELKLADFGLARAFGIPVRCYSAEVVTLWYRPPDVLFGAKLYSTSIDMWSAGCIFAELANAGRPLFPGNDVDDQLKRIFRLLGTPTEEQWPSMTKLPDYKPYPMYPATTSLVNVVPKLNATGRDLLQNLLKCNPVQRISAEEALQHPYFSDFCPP
Target sequence (Q15078 whole entry, looked up): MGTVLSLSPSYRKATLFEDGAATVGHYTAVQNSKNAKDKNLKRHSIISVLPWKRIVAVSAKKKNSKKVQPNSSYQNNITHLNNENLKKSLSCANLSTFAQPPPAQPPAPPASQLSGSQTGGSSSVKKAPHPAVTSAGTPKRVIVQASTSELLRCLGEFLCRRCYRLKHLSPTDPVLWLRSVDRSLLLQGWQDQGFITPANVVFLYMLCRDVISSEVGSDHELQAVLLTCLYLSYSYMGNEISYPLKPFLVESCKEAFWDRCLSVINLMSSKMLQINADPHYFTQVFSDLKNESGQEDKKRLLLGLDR
PKA-R1A activ: PKA-R1A complex activation | actives 0.083% (n = 340,000) | activation, % at 11.4 µM | PKA-R1A dissociation, Cy5-IP20 fluorescence polarization; scaled: DMSO 0%, 113 µM cGMP 100% | P00514+P68181 | AID 504707;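 active means percent activation above the mean of all tested compounds plus 3 SD, cut at about 19% in these data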;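 further: higher means more PKAc released from R1A so a rise in polarization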
HTR5A inv ctr: inverse agonist of human HTR5A in OPRM1-OPRD1 counter-screen | inhibition, % at 9.3 µM | P47898 | actives 0.083% (n = 340,000) | HTR5A cell line, luminescence, inverse agonism; in the data active means inhibition mostly above about 23%, no sharp cut-off; inactive means mostly below about 18%;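 further: 0% = cells with DMSO and 100% = no-cell wells with DMSO; some compounds called inactive have numbers as strong as hits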
E coli growth: bacterial growth inhibition, counter-screen for AddAB inhibitors; inhibition, % at 11.9 µM; actives 0.27% (n = 330,000); E. coli V3065 growth, OD600 absorbance, 18 h;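 active means inhibition above the campaign's mean inhibition across all tested compounds plus 3 SD, cut at about 9.9% in these data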;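 further: uninfected addAB+ strain grown without phage in ampicillin broth; 0% = DMSO wells and 100% = ciprofloxacin 0.95 µg/ml wells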
PKA-R2B activ: activators of human PKA-R2B complex. PKA-R2B holoenzyme dissociation, Cy5-IP20 fluorescence polarization; R2B truncated from residue 108, S112A mutant; 0% DMSO only, 100% 113 µM cGMP. activation, % at 11.4 µM. P22694+P31323. AID 504700. actives 0.079% (n = 340,000);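 active means activation above a cutoff set at the mean over all compounds plus 3 SD, cut at about 18% in these data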;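 further: higher means more holoenzyme dissociation and a rise in polarization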
Target sequence (P31323 whole entry, looked up, other chains not shown, the tested form may be a part): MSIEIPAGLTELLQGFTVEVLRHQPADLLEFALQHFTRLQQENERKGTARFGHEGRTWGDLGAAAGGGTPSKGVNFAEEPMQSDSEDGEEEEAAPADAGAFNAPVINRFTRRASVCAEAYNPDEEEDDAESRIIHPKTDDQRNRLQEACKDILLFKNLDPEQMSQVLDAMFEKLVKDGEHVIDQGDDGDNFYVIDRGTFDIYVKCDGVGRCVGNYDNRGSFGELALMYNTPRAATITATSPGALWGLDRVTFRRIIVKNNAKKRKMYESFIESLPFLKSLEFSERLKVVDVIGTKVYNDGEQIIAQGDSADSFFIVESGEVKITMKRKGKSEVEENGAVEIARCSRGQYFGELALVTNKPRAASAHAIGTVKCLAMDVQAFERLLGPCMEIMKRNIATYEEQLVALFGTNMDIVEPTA
HTR5A ag ctr: HTR5A agonism, opioid heterodimer counter-screen; AID 504692; activation, % at 9.3 µM; actives 0.61% (n = 340,000); P47898; HTR5A agonist assay, luminescence, cell-based; in the data active means activation mostly above about 9.5%, no sharp cut-off; inactive means mostly below about 7.6%;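 further: 0% = cells with vehicle only and 100% = reference agonist; strong numbers were not always called active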
Tat transport: blocks Tat-dependent protein export in E. coli; E. coli MC4100 TorA-mCherry Tat export, fluorescence; inhibition, % at 10 µM; actives 0.036% (n = 340,000);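 active means mean replicate inhibition at least 50% and at least half of replicates individually reaching 50%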;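 further: exported cargo escapes ClpAP degradation while cytoplasmic cargo is degraded and loses fluorescence; 0% = median of neutral control wells and 100% = median of NaSCN control wells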
SUMO Mot1 rescue: inhibitors of SUMOylation pathway: yeast Mot1-301 growth rescue; S. cerevisiae Mot1-301 growth rescue, ATP luminescence, 38.5C; percent above DMSO median, 100 means doubled; growth rescue, % at 18.8 µM; actives 1% (n = 320,000); AID 2716;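 active means every valid replicate shows activation above 250% relative to neutral control wells; inactive means the rest, any valid replicate at or below 250%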;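 further: OY570 slx delta 5 strain wells were the positive control but not used for scaling; some compounds called inactive have numbers as strong as hits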
phage Ecoli inh: E. coli growth loss with phage present | actives 0.26% (n = 360,000) | inhibition, % at 11.9 µM | growth absorbance; in the data active means inhibition above about 11%
AddAB inh: less growth of phage-infected E. coli with AddAB; E. coli expressing H. pylori AddAB, absorbance growth; inhibition, % at 11.9 µM; actives 0.29% (n = 330,000); in the data active means inhibition above about 12%;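 further: 0% = vehicle wells of infected cells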
Numbers without * were called inactive; · = not tested or not shown. Hits appear at their usual frequency; 2.3% or so of the library scored in one or more.

SMILES	DAGLB inhibitor	CDK5 p35 inh	PKA-R1A activ	HTR5A inv ctr	E coli growth	PKA-R2B activ	HTR5A ag ctr	Tat transport	SUMO Mot1 rescue	phage Ecoli inh	AddAB inh
Cc1cnc(C(=O)OCC(=O)NC(C)c2ccccc2)cn1 (stereo unspecified)	0.5	-3.7	-3.5	1.6	-1.3	2.3	-0.6	-3.4	12.4	3.6	-0.2
O=S(=O)(NCC1CCCO1)c1cccc2nsnc12 (stereo unspecified)	-0.5	-0.2	8.0	2.7	1.2	5.0	3.9	0.3	-10.0	3.9	1.0
Cc1cccc(N2C(=O)C3C4C=CC(CC4)C3C2=O)c1 (stereo unspecified)	-0.9	2.1	6.6	-2.6	1.0	10.0	0.7	-6.8	2.0	2.4	0.7
O=C(NN=Cc1ccccc1)c1ccccc1	-4.7	-0.4	6.4	-3.1	·	-0.1	0.9	-2.9	·	3.8	·
Cc1ccc2c(=O)cc(C(F)F)oc2c1	-6.0	-0.3	7.4	-1.9	2.0	-12.9	0.8	0.3	10.6	-0.2	4.3
CC(=O)N1CCN(S(=O)(=O)c2cccc(C(=O)Nc3nccs3)c2)CC1	0.3	0.7	-4.1	23.6	-0.6	-4.7	-2.7	3.6	7.7	0.7	3.3
CCCC(C(=O)NCC1CCCO1)N(Cc1ccco1)C(=O)CNS(=O)(=O)c1ccccc1 (stereo unspecified)	-1.1	0.8	-9.8	-7.8	0.6	-10.6	3.1	-4.5	708.7	-1.8	2.5
CCN(C(=O)CSc1nc2ccccc2c(=O)n1-c1ccccc1F)C1CCS(=O)(=O)C1 (stereo unspecified)	-1.0	-0.8	-7.3	2.3	-1.3	-10.8	-0.9	-0.1	-3.1	2.3	-1.3
Cc1ccccc1C1c2[nH]c3ccccc3c2C[C@H]2C(=O)N(C3CCN(Cc4ccccc4)CC3)CC(=O)N12 (stereo partly specified)	-2.0	1.7	-3.8	31.6*	2.5	-10.8	-8.7	3.8	-5.3	-0.9	6.8
Cc1cc(C)nc(N2CCCC(C(=O)NCc3ccccc3F)C2)n1 (stereo unspecified)	-0.6	-1.7	9.2	7.1	1.8	-4.0	-2.6	-5.3	-11.7	1.2	4.9
COc1ccc(Cl)cc1C(=O)NCC(c1ccco1)N(C)C (stereo unspecified)	-1.7	1.1	-11.3	-5.3	2.5	-3.0	1.9	2.1	7.2	2.2	2.2
CCOC(=O)c1cc(CC)sc1/N=C/C1C(=O)CC(C)(C)CC1=O	0.2	-1.4	2.0	-0.4	0.1	8.6	3.4	-4.5	42.2	0.0	0.2
COc1cc(-c2nc3ccccn3c2/N=C/c2cc(OC)c(OC)c(OC)c2)ccc1O	0.6	1.2	-6.6	-11.3	-0.5	-6.8	4.3	-5.4	-0.3	1.1	2.5
O=C1c2oc3ccccc3c(=O)c2C(c2cccnc2)N1Cc1ccco1 (stereo unspecified)	1.4	-0.6	-5.1	9.6	1.2	10.5	-3.6	-1.9	-3.7	-1.2	2.6
COc1ccc(C)cc1NC(=O)CN1CCN(c2ccccc2F)CC1	-16.0	-1.3	-13.9	10.1	-0.2	-13.1	-3.0	-0.7	9.8	-1.4	5.8
COc1ccc(-n2nc(N)c(C(N)=O)n2)cc1	·	-1.0	·	·	3.0	·	·	-5.5	-9.3	2.6	4.6
Cc1ccc(C(=O)COC(=O)C2CC(=O)N(c3nc(-c4ccccc4)cs3)C2)cc1 (stereo unspecified)	-4.7	0.0	1.5	-19.0	-0.3	-8.2	0.8	11.6	7.6	1.6	6.3
COc1ccccc1NC(=O)OCC#CCOC(=O)Nc1ccccc1OC	-8.5	0.0	-0.6	1.4	2.0	-12.8	-0.3	-4.6	72.6	1.4	-1.1
O=C(Oc1ccc2ccccc2c1Br)N1CCCCCC1	-9.6	0.2	-12.6	-7.3	-1.2	-1.1	-0.3	-2.3	-9.0	2.8	1.0
CC1(C)CC(=O)N(c2ccc(Cl)c(Cl)c2)C(=O)C1	-0.3	0.0	4.3	7.0	-2.6	10.1	-2.0	3.0	-7.4	5.3	3.2
Cc1ccc(-c2nnc(-c3cc(C)on3)o2)cc1	-3.1	-0.2	-14.6	-0.8	-1.6	-9.8	-6.4	17.6	21.3	1.9	0.3
COc1ccccc1N1CCN(C(=O)C2CCN(C(=O)c3ccccc3Cl)CC2)CC1	1.0	0.2	-3.2	1.8	·	-10.0	-0.8	3.3	-17.7	-2.9	·
CCC1(CC)N([O-])C(C)=C(c2ccccc2)[N+]1=O	-3.5	-0.4	1.7	-25.7	1.1	-3.8	-0.1	-3.3	-16.3	1.8	3.2
NC(=O)c1c(NC(NC(=O)c2ccco2)C(=O)c2ccc(Cl)cc2)sc2c1CCCC2 (stereo unspecified)	4.8	-0.9	1.7	0.9	2.7	-8.3	2.6	1.7	-3.1	2.5	1.0
Cc1cc(C)cc(OCC(=O)N(Cc2ccco2)c2c(N)n(Cc3ccccc3)c(=O)[nH]c2=O)c1	1.2	0.3	12.5	6.2	-1.8	1.9	-3.5	0.4	-13.2	1.1	1.2

Some of the entries so far, with bars between the fields:
compound | DAGLB inhibitor | CDK5 p35 inh | PKA-R1A activ | HTR5A inv ctr | E coli growth | PKA-R2B activ | HTR5A ag ctr | Tat transport | SUMO Mot1 rescue | phage Ecoli inh | AddAB inh
O=C(NN=Cc1ccccc1)c1ccccc1 | -4.7 | -0.4 | 6.4 | -3.1 | · | -0.1 | 0.9 | -2.9 | · | 3.8 | ·
Cc1ccc2c(=O)cc(C(F)F)oc2c1 | -6.0 | -0.3 | 7.4 | -1.9 | 2.0 | -12.9 | 0.8 | 0.3 | 10.6 | -0.2 | 4.3

Going on with the list.
SMILES	DAGLB inhibitor	CDK5 p35 inh	PKA-R1A activ	HTR5A inv ctr	E coli growth	PKA-R2B activ	HTR5A ag ctr	Tat transport	SUMO Mot1 rescue	phage Ecoli inh	AddAB inh
O=C(NCc1ccccc1)C(c1ccc(F)cc1)N(Cc1cccs1)C(=O)c1cnccn1 (stereo unspecified)	-1.9	2.0	-4.4	14.8	-2.9	-13.9	-4.0	-5.2	7.0	1.2	0.3
Cn1c(=O)[nH]c(=O)c2c1nc(Br)n2Cc1ccccc1F	2.3	-1.6	1.7	19.9	-3.9	-1.9	3.5	1.6	-2.5	-1.2	-0.8
CCN(CC)C(=O)CCSc1nnc(-c2ccncc2)o1	2.0	-2.7	-0.6	-3.1	0.0	-1.3	1.2	-4.0	1.6	3.4	1.7
CCOC(=O)N1CCN(C(=O)CCCn2c(=S)[nH]c3ccsc3c2=O)CC1	1.3	0.6	0.1	2.8	24.5*	-13.6	-1.0	-6.7	4.2	-0.9	25.1*
Cc1cc(C)c(C)c(OCC(=O)N2CCOCC2)c1	0.1	1.3	-7.5	-1.2	1.0	-22.2	0.3	8.0	-10.8	3.4	1.3
CCOC(=O)c1[nH]c2ccccc2c1NC(=O)NC(C)C	2.1	1.8	-11.3	13.5	0.9	3.7	-2.2	-0.9	-0.7	-2.1	1.7
O=C(CSc1nc2[nH]ncc2c(=O)[nH]1)c1ccccc1	-0.8	0.5	-5.2	1.7	3.7	2.3	-0.6	5.3	-19.0	2.4	4.3
CCOC(=O)C1CCN(S(=O)(=O)c2ccc(CC)cc2)CC1	-5.4	-1.1	-1.4	3.9	0.8	-9.2	-1.5	0.6	-23.9	2.0	1.5
O=S(=O)(c1ccc(Cl)cc1)N1c2ccccc2Oc2nc3ccccc3nc21	-3.6	1.5	-12.3	-7.3	-2.8	0.8	2.5	-5.6	2.7	1.3	1.5
Cn1c(-c2c(N)n(C3CCCC3)c3nc4ccccc4nc23)nc2ccccc21	-4.3	-0.2	-4.8	8.8	-0.1	1.6	-3.4	-3.2	47.1	2.5	1.8
CC(C)(C)N(Cc1ccccc1)C(=O)c1cccs1	-7.2	0.2	2.9	-6.1	1.0	-6.1	-1.1	0.5	-13.5	0.8	0.8
CCCn1nc(C(=O)Nc2ccc(S(=O)(=O)Nc3nccs3)cc2)c2ccccc2c1=O	7.6	7.3	5.1	-33.1	0.8	-11.8	11.8	-0.8	-4.2	1.4	1.1
COc1cc(OC)cc(C(=O)Nc2ccc(S(=O)(=O)Nc3ncccn3)cc2)c1	-0.6	1.2	-1.0	10.4	-0.7	-5.1	-6.1	-13.7	-7.9	4.4	0.9
CCOC(=O)CN1C(=O)CN(c2ccc(C)cc2)C1=O	-2.6	-1.9	-2.8	-11.7	-0.2	8.8	4.4	7.0	-9.3	4.5	0.0
O=C(NCC1CCCO1)c1cnn2c(C(F)F)cc(C3CC3)nc12 (stereo unspecified)	1.0	0.2	-6.3	-14.0	·	-9.8	-1.2	4.2	15.8	0.0	·
COc1cc(OC)c(OC)cc1/C=N/n1c(C)nnc1C	0.4	1.0	4.8	-5.0	-0.8	1.0	1.4	-3.9	8.2	2.8	1.3
O=C(c1ccco1)N1CCN(CCOc2ccc(F)cc2)CC1	-3.1	0.2	-6.3	-2.0	-3.4	-5.2	0.5	3.3	-2.3	·	0.7
Cc1ccc(NC(=O)c2cccc(S(=O)(=O)N3CCN(C)CC3)c2)cc1F	0.0	7.0	0.9	-37.0	-0.6	-1.0	-1.0	2.9	-14.6	1.5	2.9
Cc1nc2c(C)cccn2c1/C(O)=C1\C(=O)C(=O)N(CCN(C)C)C1c1ccco1 (stereo unspecified)	-1.9	0.5	-6.1	-4.9	1.7	-3.2	-0.8	8.1	-12.1	1.3	0.2
O=C(CSc1nnnn1Cc1ccccc1)Nc1ccccc1	-2.9	-0.7	4.3	-9.2	-0.2	0.4	3.4	12.2	-5.0	1.4	1.1
COc1ccc(CNn2c(C)nc3ccccc3c2=O)cc1	1.0	0.0	-13.3	-9.2	-2.5	-14.6	3.6	3.8	-2.5	0.9	1.6
Cn1c(/C=C(\C#N)C(N)=S)ccc1-c1ccc(Br)cc1	12.9	-7.5	-10.7	25.6	·	-8.4	2.7	1.9	·	4.2	·
Cn1ccnc1SCC(=O)c1ccc(Cl)cc1	2.0	0.6	0.2	2.9	35.4*	-3.1	-4.2	-2.6	-26.5	-0.9	82.1*
CC(=O)N1C(c2ccccc2O)C[C@]2(C)CC(=O)NC12 (stereo partly specified)	·	-9.5	·	·	1.4	·	·	15.6	9.3	2.4	1.3
CC(=O)NCC(c1cccs1)S(=O)(=O)c1ccc(F)cc1 (stereo unspecified)	3.2	-2.1	11.4	2.2	-0.7	17.3	-2.7	-7.2	-3.9	1.1	1.9
COc1ccc2cc(CN(Cc3ccco3)Cc3nnnn3C3CCCCC3)c(=O)[nH]c2c1	3.1	-5.8	1.5	-6.1	-2.3	3.6	2.3	9.0	-12.8	0.6	-1.5
CS(C)(=O)=NS(=O)(=O)c1ccc(Cl)cc1	0.8	-1.0	-1.0	-13.7	1.1	-1.1	2.7	3.8	-11.4	1.2	3.0
COc1ccc(N(C(=O)Cn2nnc(-c3ccc(F)cc3)n2)C(C)C(=O)NC2CCCC2)cc1OC (stereo unspecified)	-3.7	0.4	-1.3	11.8	-0.8	-4.0	-4.1	-0.3	34.6	2.2	1.2
CSc1ccccc1OCc1cc(C(=O)N(Cc2nccn2C)C(C)C)no1	0.4	-2.2	-1.9	-8.5	1.5	-1.0	3.8	-0.4	-12.8	0.4	0.7
O=C(O)C1C2CCC(C2)C1C(=O)NCCc1ccc(F)cc1 (stereo unspecified)	2.1	0.0	3.5	-6.2	-3.0	1.6	13.0	6.9	301.4	3.4	2.9

Screening data as filed in PubChem.
